EBV gp42 block – EBV gp42 inhibition. Q1HVG2. Fluorescence polarization binding assay, mP read-out. inhibition, % (tested at 21.74 µM). 0.42% of 220,000 active. AID 1085; in the data active = inhibition above about 50%
Target sequence (Q1HVG2 whole entry, looked up): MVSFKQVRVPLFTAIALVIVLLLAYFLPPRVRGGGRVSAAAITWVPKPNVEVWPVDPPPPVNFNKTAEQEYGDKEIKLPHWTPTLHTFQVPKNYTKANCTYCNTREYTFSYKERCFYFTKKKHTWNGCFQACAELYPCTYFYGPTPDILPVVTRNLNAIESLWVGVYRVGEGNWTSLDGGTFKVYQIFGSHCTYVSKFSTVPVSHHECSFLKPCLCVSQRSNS
KCC2 mod – KCC2 (human) Cl- transport modulation | Q9H2X9 | KCC2 cells, thallium flux FluoZin-2 fluorescence | B-score of Tl+ flux slope (higher = more flux/activation; lower = inhibition) at 10 µM | 2.2% of 190,000 active | AID 1456;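 active = thallium flux slope and its plate-corrected score both differing from the plate sample mean at a set confidence after two filtering rounds, in either direction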;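 note: slope of fluorescence scaled to starting intensity during 10 to 20 s after thallium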
14-3-3 Bad PPI – disrupts binding of bovine 14-3-3 zeta to phospho-Bad peptide | P63103 | TR-FRET 14-3-3zeta/Dy647-pBad peptide displacement, 1 h | inhibition, % at 21.7 µM | 0.71% of 220,000 active;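 active = inhibition above about 70%, limit read from the data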;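 note: 0% = full 14-3-3 plus peptide FRET controls and 100% = background without 14-3-3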
Target sequence (P63103 whole entry, looked up): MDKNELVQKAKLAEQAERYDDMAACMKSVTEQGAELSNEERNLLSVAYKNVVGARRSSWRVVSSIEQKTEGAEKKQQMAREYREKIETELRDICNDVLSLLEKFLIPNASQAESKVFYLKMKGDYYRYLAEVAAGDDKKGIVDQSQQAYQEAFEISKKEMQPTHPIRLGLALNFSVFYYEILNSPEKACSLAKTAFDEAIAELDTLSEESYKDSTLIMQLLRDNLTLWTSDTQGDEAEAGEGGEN
KLK5 inh – inhibitors of human kallikrein 5. Q9Y337. recombinant hK5, fluorogenic AMC substrate cleavage. inhibition, % at 5 µM. 0.59% of 210,000 active. AID 873;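 active = inhibition of 40% or more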;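 note: 0% = enzyme controls without compound and 100% = no-enzyme blanks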
Target sequence (Q9Y337 67-293 limits assumed): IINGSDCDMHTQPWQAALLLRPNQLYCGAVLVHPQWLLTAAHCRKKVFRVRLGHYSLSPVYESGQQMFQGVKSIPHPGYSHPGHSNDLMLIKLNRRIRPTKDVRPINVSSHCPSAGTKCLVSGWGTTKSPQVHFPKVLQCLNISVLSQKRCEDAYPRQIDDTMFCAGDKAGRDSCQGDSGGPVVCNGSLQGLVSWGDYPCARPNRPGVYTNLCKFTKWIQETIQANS
eIF4E-4G inh – inhibitors of eIF4E and eIF4G interaction in translation initiation; 0.37% of 220,000 active; TR-FRET eIF4E-eIF4GI(517-606) binding, 2 h; inhibition, % at 21.7 µM; AID 782; P63073+Q04637;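 note: 0% = full FRET control wells and 100% = background wells lacking eIF4GI fragment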
Thrombin inh – thrombin (human) inhibition | P00734 | AID 1046 | 0.26% of 220,000 active | alpha-thrombin, Boc-VPR-AMC fluorogenic substrate cleavage | inhibition, % at 5 µM;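 active = inhibition at or above 40%; inactive = inhibition below 40%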;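 note: 0% = enzyme with no compound and 100% = wells without enzyme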
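Test system: human alpha-thrombin protein / Dosing: one concentration per compound, 5 µM, with 0.2% DMSO / Medium: pH 7.5 Tris-saline with Tween 20 / Benchmarks: no-compound enzyme wells and no-enzyme blanks / Read-out basis: percent inhibition of thrombin substrate cleavage / Timing: reaction at room temperature / Measured by: fluorescence, ex 355 nm, em 460 nm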
Rad51 HR inh – Rad51 (human) homologous recombination inhibition. hRad51 DNA strand exchange, fluorescence dequenching. AID 1385. inhibition, % at 10 µM. 0.085% of 200,000 active. Q06609;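 active = inhibition above 40% at the single screening dose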;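 note: 0% = DMSO control wells and 100% = blanks with heterologous ssDNA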
Target sequence (Q06609 whole entry, looked up): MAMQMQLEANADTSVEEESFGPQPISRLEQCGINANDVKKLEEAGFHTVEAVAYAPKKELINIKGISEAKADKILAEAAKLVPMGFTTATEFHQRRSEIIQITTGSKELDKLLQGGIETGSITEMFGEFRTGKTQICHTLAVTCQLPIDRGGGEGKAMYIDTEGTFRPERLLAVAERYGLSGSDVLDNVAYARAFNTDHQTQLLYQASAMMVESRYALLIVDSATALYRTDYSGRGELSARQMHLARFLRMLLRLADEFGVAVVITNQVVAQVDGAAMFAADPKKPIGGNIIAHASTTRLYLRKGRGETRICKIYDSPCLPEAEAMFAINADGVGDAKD
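Test system: preformed human Rad51 ssDNA filaments; also added: Donor/quencher-labelled 47-bp dsDNA substrate; doses: 10 µM final, single point; times: 37 °C 15-min filament assembly, 30-min compound preincubation, 15-min exchange; detection: FRET fluorescence dequenching, excitation 485 nm, emission 520 nm; read-out basis: Fluorescence-based percent inhibition, control- and blank-normalised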
NCF1 inh – inhibitors of human p47phox binding; P14598; p47phox/p22phox peptide binding, fluorescence polarization, 2 h; 0.53% of 220,000 active; inhibition, % at 24.7 µM;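 note: 0% = p47phox with labelled peptide and 100% = labelled peptide alone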
Furin inhibitor – human furin inhibition | P09958 | purified furin, fluorogenic substrate cleavage | inhibition, % at 30 µM | 0.061% of 220,000 active | AID 463115; in the data active = inhibition above about 25%; note: inactives centre near -15
* marks the source's active call; other numbers are inactive results; · = no result given; [ ] = another dose, or the depositor's remark.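 Rule for the calls, unless noted: active = inhibition above about 30% (limit read from the data); inactive = the rest.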 Compounds were not picked by outcome. About 4.7% of those tested had a hit in this group.

no. | structure | EBV gp42 block | KCC2 mod | 14-3-3 Bad PPI | KLK5 inh | eIF4E-4G inh | Thrombin inh | Rad51 HR inh | NCF1 inh | Furin inhibitor
1 | COc1ccc(Br)c(C(=O)Nc2cccc(Cl)c2Cl)c1 | 4 | 0.55 | -2 | -16 | 16[fluorescence artefact?] | -6 | 8 | -3 | -4
2 | CC(=O)c1nc(-c2ccccc2)sc1C | -2 | -0.54 | -1 | -5 | 2 | -27 | -8 | -2 | -28
3 | COc1ccccc1CN(C)CC(=O)NC1CCCc2ccccc21 (stereo not drawn) | -1 | -2 | 2 | -2 | 4 | -4 | · | · | -18
4 | Cc1cc(Br)ccc1NC(=O)CNC(=O)CN1C(=O)NC2(CCCCCC2)C1=O | -9 | · | 13 | -2 | 2 | 3 | -5 | -9 | -14
5 | CCOC(=O)N1CCN(c2c(NCc3ccccc3OC)c(=O)c2=O)CC1 | -13 | · | 9 | -1 | 1 | 2 | 6 | -6 | -17
6 | N=c1c(C(=O)NCc2ccc(F)cc2)cc2c(=O)n3ccccc3nc2n1CC1CCCO1 (stereo not drawn) | 2 | · | 9[fluorescence artefact?] | -308 | 1[fluorescence artefact?] | -32 | -18 | -2 | -155
7 | COc1ccc2[nH]c(CN3CCN(CC(C)C)C(CCO)C3)c(C)c2c1 (stereo not drawn) | -2 | 1.1 | -5 | · | -1 | -12 | -4 | -7 | -18
8 | O=C1NCCCC1C(=O)N1CCN(C(=O)c2ccco2)CC1 (stereo not drawn) | -12 | 0.95 | 1 | -4 | 2[fluorescence artefact?] | 7 | -2 | -2 | -24
9 | C/C(=N\NC(=S)Nc1ccc(C)c(C)c1)c1ccc(N2CCOCC2)cc1 | -29 | 5* | 12 | -26 | 8 | -15 | 9 | -10 | 1
10 | C/C(=N/NC(=O)CCc1c(C)n[nH]c1C)c1cccc([N+](=O)[O-])c1 | -9 | -0.08 | -2 | 35 | -2 | 11 | -6 | 4 | -12
11 | CC(C)CC(=O)/C=C/n1c(=S)oc2ccccc21 | -9 | 0.79 | 10 | -16 | 10 | -5 | -14 | 6 | -25
12 | COc1ccc(C(C)=O)cc1CN1C(=O)NC2(CCCC2)C1=O | 0 | 1.4 | -2 | -5 | -1 | -12 | 6 | 13 | -17
13 | O=C(O)CNC(=O)/C=C/c1ccc(Cl)cc1Cl | 1 | 0.88 | -3 | -24 | -6 | 0 | 0 | -4 | -12
14 | O=C(NCCc1ccc(Cl)cc1)C1CCN(S(=O)(=O)c2ccc(-n3cnnn3)cc2)CC1 | -8 | -0.047 | 15[fluorescence artefact?] | -13 | 12 | -8 | -6 | 2 | -8
15 | O=C(N/N=C/C1CC2C=CC1C2)c1ccccc1O (stereo not drawn) | 7 | 0.71 | -1 | 2 | -3 | 3 | 19 | -15 | -17
16 | Cc1cc(-n2cnnn2)ccc1C(C)C | -13 | -0.01 | -9 | -3 | 3 | -4 | 5 | 4 | -22
17 | COc1ccc(C2=NOC(C(=O)Nc3cccnc3)C2)cc1OC (stereo not drawn) | 15 | 0.099 | 3 | -3 | 0 | -7 | 2 | -11 | -14
18 | O=C(CN1C(=O)c2ccccc2S1(=O)=O)NC(Nc1ccccc1F)C(Cl)(Cl)Cl (stereo not drawn) | 3 | -2.2 | -8 | · | -2 | -4 | · | -13 | -25
19 | O=C(O)CC12CC3CC(C1)CC(n1ncc(NCc4ccccc4Cl)c(Cl)c1=O)(C3)C2 | -8 | -0.24 | 2 | 4 | -4 | 4 | -1 | -15 | -1
20 | CN(CCNC(=O)C1CC(=O)N(c2ccc(F)c(Cl)c2)C1)Cc1ccccc1 (stereo not drawn) | -12 | · | -9 | 1 | -2 | 1 | 6 | -18 | -14

4 entries from above, sorted by SMILES length, high to low:
no. | structure | EBV gp42 block | KCC2 mod | 14-3-3 Bad PPI | KLK5 inh | eIF4E-4G inh | Thrombin inh | Rad51 HR inh | NCF1 inh | Furin inhibitor
19 | O=C(O)CC12CC3CC(C1)CC(n1ncc(NCc4ccccc4Cl)c(Cl)c1=O)(C3)C2 | -8 | -0.24 | 2 | 4 | -4 | 4 | -1 | -15 | -1
6 | N=c1c(C(=O)NCc2ccc(F)cc2)cc2c(=O)n3ccccc3nc2n1CC1CCCO1 (stereo not drawn) | 2 | · | 9[fluorescence artefact?] | -308 | 1[fluorescence artefact?] | -32 | -18 | -2 | -155
9 | C/C(=N\NC(=S)Nc1ccc(C)c(C)c1)c1ccc(N2CCOCC2)cc1 | -29 | 5* | 12 | -26 | 8 | -15 | 9 | -10 | 1
7 | COc1ccc2[nH]c(CN3CCN(CC(C)C)C(CCO)C3)c(C)c2c1 (stereo not drawn) | -2 | 1.1 | -5 | · | -1 | -12 | -4 | -7 | -18

Continued.
no. | structure | EBV gp42 block | KCC2 mod | 14-3-3 Bad PPI | KLK5 inh | eIF4E-4G inh | Thrombin inh | Rad51 HR inh | NCF1 inh | Furin inhibitor
21 | CCCn1c(N)c(C(=O)COC(=O)c2c(C)noc2C)c(=O)n(C)c1=O | -69 | -0.87 | 6[fluorescence artefact?] | -15 | 7[fluorescence artefact?] | 0 | 11 | -6 | -2
22 | CC(C)c1ccc(NC(=O)C(c2ccccc2)N2CCN(C(=O)c3ccco3)CC2)cc1 (stereo not drawn) | 12 | -0.98 | -6 | -6 | 12 | 0 | -7 | -11 | -20
23 | CCOc1ccc(NC(=O)N(CCN(C)C)C(C)c2cccnc2)cc1 (stereo not drawn) | -6 | 1.2 | -1 | 1 | 88* | 0 | 15 | -5 | -23
24 | CCOC(=O)C1=C(C)N=c2s/c(=C\c3ccc(OC(C)=O)c(OCC)c3)c(=O)n2C1/C=C/c1ccccc1 (stereo not drawn) | -44 | -0.39 | -4 | 2 | 7 | -3 | -5 | -68 | -14[20 µM]
25 | c1ccc(Oc2cc(-n3cccn3)ncn2)cc1 | -9 | 0 | 2 | 4 | -2 | 2 | 0 | -10 | -18
26 | COC(=O)C1=C(C)OC(N)=C(C#N)C1c1ccccc1 (stereo not drawn) | -27 | · | 4 | 14 | -1 | 2 | 2 | 12 | -11[20 µM]
27 | COc1ccc(C(=O)OCC(=O)c2c(N)n(C)c(=O)n(C)c2=O)cc1OC | -17 | -0.63 | 0 | 1 | 1 | -12 | 3 | -1 | -9
28 | CCC(=O)Nc1ccc(C(=O)N/N=C/c2cc(Br)c(OC)cc2OC)cc1 | 2 | 0.22 | -13 | -19 | 12 | -13 | 4 | -10 | -16
29 | CCn1c(SCC(=O)N2CCc3ccccc3C2)nc2sc(C)c(C)c2c1=O | 7 | -2.2 | -5 | -3 | 3[fluorescence artefact?] | 0 | 8 | -32 | -17
30 | O=C(CN1CCc2ccccc2C1)NCc1ccco1 | -12 | 0.85 | 5 | -7 | -1 | 4 | -4 | -5 | -10[20 µM]
31 | O=C1c2ccccc2CCCC12N=NCC2c1cccc2ccccc12 (stereo not drawn) | -16 | -0.012 | -2 | -3 | 7 | -4 | · | -8 | -2[20 µM]
32 | COc1ccc(CCNC(=O)CSC(=O)c2ccccc2)cc1OC | -3 | 0.92 | -6 | -6 | -7 | -10 | 1 | 5 | -25
33 | CC(=O)c1c(C)[nH]c(C(=O)NCc2cccc(Cl)c2)c1C | -14 | -0.62 | -2 | -5 | -1 | · | -6 | -11 | -15
34 | COc1cccc(-c2csc(N3CCN(C(=O)C4CCCCC4)CC3)n2)c1 | -3 | -1.1 | 2 | -3 | 0 | -3 | · | -12 | -2
35 | O=C(COC(=O)c1ccccn1)NCCCc1ccccc1 | -21 | · | 7 | 3 | -1 | 3 | -3 | -4 | -16
36 | CCc1ccc(/C=C\C(=O)N2CCc3ccccc3C2)cc1 | -14 | -1.3 | -1 | -20 | 4 | 1 | · | 4 | 2[20 µM]
37 | Cc1ccc(S(=O)(=O)N2CCCCC2)cc1NC(=O)CNCc1ccco1 | -4 | -1 | 32 | -5 | -5 | -8 | 23 | 6 | -10
38 | O=C(CCn1c(=O)[nH]c2ccsc2c1=O)N1CCN(c2cccc(Cl)c2)CC1 | -18 | -0.71 | 1 | 5 | 6[fluorescence artefact?] | 6 | -1 | -10 | -22
39 | O=C(Nc1ncc(Br)s1)C1CCCN1S(=O)(=O)c1cccc2cccnc12 (stereo not drawn) | -6 | 0.36 | -13 | 34 | 5 | -6 | 3 | -4 | -21
40 | CNC(=O)c1ccc(-c2ccc(OC)cc2)s1 | -15 | -0.023 | 7 | -30 | 6 | -26 | 5 | -2 | -29[20 µM]

Further compounds follow:
no. | structure | EBV gp42 block | KCC2 mod | 14-3-3 Bad PPI | KLK5 inh | eIF4E-4G inh | Thrombin inh | Rad51 HR inh | NCF1 inh | Furin inhibitor
41 | CCN(C(=O)COC(=O)/C=C/c1c(C)nn(-c2ccccc2)c1C)C1CCS(=O)(=O)C1 (stereo not drawn) | -1 | -0.088 | -3 | 32 | -16 | 14 | -4 | 2 | -5
42 | O=C1N(c2cccc(Cl)c2)C(c2ccc(Cl)cc2)N2CCCN12 (stereo not drawn) | -22 | -2.2 | -6 | -7 | 1 | 0 | 7 | -26 | -22
43 | CCN(CC)S(=O)(=O)c1cc([N+](=O)[O-])ccc1NNC(=O)Nc1ccccc1 | 3 | -0.72 | 6 | 5 | 4 | 0 | -3 | -7 | -9[20 µM]
44 | S=c1[nH]nc(-c2ccco2)n1/N=C/C=C/c1ccco1 | -16 | -0.11 | -5[fluorescence artefact?] | -3 | 2[fluorescence artefact?] | 2 | · | -10 | -6
45 | Cc1cc(C)c2c(=O)c(/C=C3\NC(=S)NC3=O)coc2c1 | -1 | · | 63 | -3 | -7 | -3 | 21 | -9 | -25
46 | Cc1nn(C(C)C(=O)N2CCCCC2)c(=O)c2c1sc1ccccc12 (stereo not drawn) | -6 | -0.47 | · | -8 | · | -4 | · | -7 | -31
47 | COC(=O)c1ccccc1NC(=O)c1cc(-c2ccc(C)cc2)on1 | -6 | 2.5 | 1[fluorescence artefact?] | 2 | -3 | 1 | -4 | -14 | 1[20 µM]
48 | CCOC(=O)c1c(N)sc(C(=O)N2CCCC2)c1C | -2 | 0.68 | -2 | 7 | 2 | -6 | -3 | 1 | -24[20 µM]
49 | COc1cccc(NC(=O)Nc2ccccc2C(N)=O)c1 | 5 | 0.21 | -5 | -10 | -1 | -1 | -2 | -2 | -17
50 | CCOCCCNC(=O)C(c1ccc(C)cc1)N1CCOCC1 (stereo not drawn) | -7 | -0.55 | 8[fluorescence artefact?] | 1 | -1[fluorescence artefact?] | -1 | 0 | -10 | -22
51 | COC(=O)c1ccc(CSc2nnc(NC(C)C)s2)o1 | -7 | 0.019 | -8 | -3 | -5 | -6 | 9 | -2 | -21
52 | CCOP(=O)(CC(C(C)=O)C(O)c1ccccc1)OCC (stereo not drawn) | -8 | 0.43 | 3 | 1 | -1 | 2 | -3 | -5 | 2
53 | O=C(c1cccc(S(=O)(=O)N2CCOCC2)c1)N(Cc1ccc(F)cc1)Cc1ccco1 | 9 | -0.6 | 6 | -10 | 9 | -6 | 5 | -5 | -17
54 | COc1ccc(C)cc1S(=O)(=O)N1CCN(S(=O)(=O)c2cc(C)ccc2OC)CC1 | -7 | · | 3 | -4 | -6 | 1 | -1 | -1 | -17[20 µM]
55 | Cc1ccccc1C(=O)NC1CCN(Cc2ccccc2)CC1 | -12 | 0.79 | -5 | 3 | -2 | -6 | 5 | -8 | -27
56 | COc1ccc(-c2[nH]ncc2CN2CCN(C(=O)c3ccco3)CC2)cc1F | -8 | -0.38 | -5 | · | 5 | -3 | · | -8 | -37
57 | CCC1CCCCN1C(=O)CSc1nnc(-c2ccc3c(c2)OCCO3)o1 (stereo not drawn) | -22 | -0.5 | 6 | -24 | -3 | 3 | 4 | -10 | -14[20 µM]
58 | NC(=O)COC(=O)c1cc(-c2ccco2)nc2ccccc12 | 7 | 0.16 | 2 | -7 | 5 | -11 | -4 | -3 | -4

Screening results deposited in PubChem BioAssay by several laboratories.
